Bim-Bcl-2 – inhibitors of Bim-Bcl-2 binding, primary screen, biochemical, multiplexed, human Bcl-2 family; Apoptosis regulator Bcl-2 (Homo sapiens), P10415; Bead-based flow cytometry, Bim peptide-Bcl-2 binding; inhibition, % at 10 µM; 190,000 compounds, 0.06% hits; in the data active means inhibition above about 40%; inconclusive means no clear call, values can overlap the other calls;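 further: 0% = no compound wells with probe peptide and 100% = reference peptide inhibitor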
Bfl-1 Bim block – inhibitors of Bim binding to Bfl-1, primary screen, biochemical, multiplexed, bead-based flow cytometry; Bcl-2-related protein A1 (Homo sapiens), Q16548; Bim-Bfl-1 binding inhibition; inhibition, % at 10 µM; 190,000 compounds, 0.12% hits; AID 1008, 2008;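 further: 0% = wells without compound plus tracer and 100% = blocker peptide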
GSH fluor – compound fluorescence on glutathione beads, profiling panel, artefact control, biophysical, 488/530 nm, flow cytometry. GSH beads flow cytometry, compound fluorescence 488/530 nm; hits give high values. 190,000 compounds, 0.25% hits. fluorescence (KMESF) at 10 µM; in the data active means fluorescence above about 89;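 further: glutathione beads carrying GST-tagged Bcl family fusion proteins plus one bare bead set; values are compound well signal with DMSO vehicle wells as background; inactives centre near 16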
Bcl-W Bim block – inhibitors of Bim binding to Bcl-W, primary screen, biochemical, multiplexed, bead-based flow cytometry; Bcl-2-like protein 2 (Homo sapiens), Q92843; Bim peptide-Bcl-W binding; inhibition, % at 10 µM; 190,000 compounds, 0.02% hits;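 further: 0% = bound tracer without compound and 100% = peptide blocker; higher means less fluorescent Bim peptide bound to Bcl-W beads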
ABCG2 inh – ABCG2 efflux pump inhibitors, primary screen, multiplex with ABCB1, IgMXP3 cells, flow cytometry; JC-1 efflux; inhibition, % at 6.6 µM; 190,000 compounds, 0.1% hits; AID 1325, 2008;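 active means inhibition above 80%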;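 further: 0% = DMSO and 100% = nicardipine control wells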
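Test system: IgMXP3 (ABCG2) plus far-red-tagged CCRF-Adr (ABCB1) cells. Reagent: JC-1 dye as substrate. Timing: 10 min exposure at 25 °C with rotation, no wash. Measured by: flow cytometric JC-1 green MFI at 530 nm. Read-out: percent efflux inhibition, scaled nicardipine 100% to DMSO 0%. Control set: nicardipine and DMSO wells.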
Bcl-B Bim block – inhibitors of Bim-Bcl-B binding, primary screen, biochemical, multiplexed, human Bcl-2 family. 190,000 compounds, 0.073% hits. bead-based flow cytometry, Bim peptide-Bcl-B binding. inhibition, % at 10 µM. Bcl-2-like protein 10 (Homo sapiens), Q9HD36. AID 951, 2007;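 further: 0% = tracer peptide without compound and 100% = reference inhibitor peptide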
RGS4-Gao reg – modulators of RGS4 binding to Galphao, primary screen, biochemical, multiplexed bead flow cytometry; actives lie on both sides; binding response (% of control), % at 10 µM; 220,000 compounds, 0.33% hits; in the data active means binding response below about 49% or above about 150%; inactive means in between;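 further: fluorescent Galphao activated with aluminum fluoride binding bead-coupled RGS4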
RGS8-Gao – RGS8-Galphao binding modulators, primary screen, biochemical, multiplexed bead flow cytometry; Guanine nucleotide-binding protein G(o) subunit alpha (Homo sapiens), P09471; actives lie on both sides; response (percent of control binding), % at 10 µM; 220,000 compounds, 0.34% hits; in the data active means response below about 60% or above about 140%; inactive means in between;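 further: Galphao activated as the GDP aluminium fluoride complex binding bead-coupled RGS8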
Bcl-XL Bim block – inhibitors of Bim-Bcl-XL binding, primary screen, biochemical, multiplexed, bead flow cytometry, human Bcl-XL. 190,000 compounds, 0.04% hits. Bim peptide-Bcl-XL binding, fluorescence. inhibition, % at 10 µM. Bcl-2-like protein 1 (Homo sapiens), Q07817
ABCB1 block – ABCB1 efflux pump inhibitors, primary screen, cell-based, multiplex, flow cytometry, ABCG2 counter-screen | ATP-dependent translocase ABCB1 (Homo sapiens), P08183 | CCRF-Adr cells, JC-1 efflux | inhibition, % at 6.6 µM | 190,000 compounds, 0.067% hits; in the data active means inhibition above about 40%;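 further: 0% = vehicle and 100% = reference inhibitor; higher value means more JC-1 retained so stronger ABCB1 efflux block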
Target sequence (P08183 whole entry, looked up): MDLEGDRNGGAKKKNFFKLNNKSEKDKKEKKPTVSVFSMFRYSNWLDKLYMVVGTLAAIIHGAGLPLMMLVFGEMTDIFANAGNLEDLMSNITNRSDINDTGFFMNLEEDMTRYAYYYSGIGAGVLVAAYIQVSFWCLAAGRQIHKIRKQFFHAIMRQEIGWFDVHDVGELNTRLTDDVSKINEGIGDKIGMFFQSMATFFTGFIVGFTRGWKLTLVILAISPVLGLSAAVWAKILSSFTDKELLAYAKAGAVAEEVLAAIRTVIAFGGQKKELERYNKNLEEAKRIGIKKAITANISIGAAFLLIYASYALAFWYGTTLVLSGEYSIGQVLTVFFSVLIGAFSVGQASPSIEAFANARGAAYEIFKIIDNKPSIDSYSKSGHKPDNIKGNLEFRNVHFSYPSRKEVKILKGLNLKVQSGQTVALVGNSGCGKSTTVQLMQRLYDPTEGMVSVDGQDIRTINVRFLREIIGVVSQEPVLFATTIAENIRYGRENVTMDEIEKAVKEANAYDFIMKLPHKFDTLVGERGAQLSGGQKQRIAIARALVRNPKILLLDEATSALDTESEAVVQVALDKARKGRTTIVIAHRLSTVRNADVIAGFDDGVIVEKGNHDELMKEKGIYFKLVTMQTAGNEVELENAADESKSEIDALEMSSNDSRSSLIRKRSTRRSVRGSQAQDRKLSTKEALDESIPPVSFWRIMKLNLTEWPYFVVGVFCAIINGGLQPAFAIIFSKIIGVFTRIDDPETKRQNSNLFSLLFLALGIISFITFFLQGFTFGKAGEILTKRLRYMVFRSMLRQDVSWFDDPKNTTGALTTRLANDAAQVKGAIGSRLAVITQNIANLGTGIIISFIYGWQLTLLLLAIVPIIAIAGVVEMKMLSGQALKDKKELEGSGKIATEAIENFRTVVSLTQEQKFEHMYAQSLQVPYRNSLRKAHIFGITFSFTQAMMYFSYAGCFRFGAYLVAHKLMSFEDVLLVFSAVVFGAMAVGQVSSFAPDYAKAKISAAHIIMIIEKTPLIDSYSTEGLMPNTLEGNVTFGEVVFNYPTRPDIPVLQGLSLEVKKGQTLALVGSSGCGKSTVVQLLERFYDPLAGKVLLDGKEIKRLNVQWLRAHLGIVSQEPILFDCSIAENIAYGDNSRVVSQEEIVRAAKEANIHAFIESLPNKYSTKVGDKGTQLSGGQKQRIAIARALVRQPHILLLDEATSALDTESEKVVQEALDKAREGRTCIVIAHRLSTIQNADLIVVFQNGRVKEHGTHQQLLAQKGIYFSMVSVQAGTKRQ
RGS7-Gao reg – RGS7-Galphao binding modulators, primary screen, biochemical, multiplexed bead flow cytometry; AID 1439, 2008; actives lie on both sides; binding response (% of control), % at 10 µM; 220,000 compounds, 0.35% hits; Guanine nucleotide-binding protein G(o) subunit alpha (Homo sapiens), P09471; in the data active means binding response below about 49% or above about 150%; inconclusive means no clear call, values can overlap the other calls; inactive means in between;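 further: fluorescent Galphao held in activated GDP-AlF4 state binding bead-coupled RGS7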
The depositor's hits bear a star; ? = inconclusive. Unless noted, no stated cut-off is given here; in the data, active means inhibition above about 40%.

Start of the listing, in advance:
SMILES	Bim-Bcl-2	Bfl-1 Bim block	GSH fluor	Bcl-W Bim block	ABCG2 inh	Bcl-B Bim block	RGS4-Gao reg	RGS8-Gao	Bcl-XL Bim block	ABCB1 block	RGS7-Gao reg
Cc1ccc(-c2ccc(S(=O)(=O)N3CCCC3)cc2)cc1	-8.0	-10.0	16	-5.0	7.8	-6.0	104.6	99.9	-6.0	0.1	?
COc1ccc(NS(=O)(=O)c2cc(NC(=O)c3cnccn3)ccc2N2CCCC2)cc1	0.0	2.0	5	-1.0	-1.4	-4.0	101.6	92.9	-4.0	0.5	103.0
COc1ccccc1OCC(=O)OCC(=O)Nc1ncc(Cl)cc1Cl	-6.0	-7.0	22	0.0	2.1	-7.0	100.9	99.8	-5.0	0.4	100.7
O=C1c2ccccc2C(=O)C1c1ccccc1	4.0	-1.0	21	1.0	4.9	-4.0	100.8	104.5	-5.0	1.9	102.4

The list itself, from the first entry:
SMILES	Bim-Bcl-2	Bfl-1 Bim block	GSH fluor	Bcl-W Bim block	ABCG2 inh	Bcl-B Bim block	RGS4-Gao reg	RGS8-Gao	Bcl-XL Bim block	ABCB1 block	RGS7-Gao reg
Cc1ccc(-c2ccc(S(=O)(=O)N3CCCC3)cc2)cc1	-8.0	-10.0	16	-5.0	7.8	-6.0	104.6	99.9	-6.0	0.1	?
COc1ccc(NS(=O)(=O)c2cc(NC(=O)c3cnccn3)ccc2N2CCCC2)cc1	0.0	2.0	5	-1.0	-1.4	-4.0	101.6	92.9	-4.0	0.5	103.0
COc1ccccc1OCC(=O)OCC(=O)Nc1ncc(Cl)cc1Cl	-6.0	-7.0	22	0.0	2.1	-7.0	100.9	99.8	-5.0	0.4	100.7
O=C1c2ccccc2C(=O)C1c1ccccc1	4.0	-1.0	21	1.0	4.9	-4.0	100.8	104.5	-5.0	1.9	102.4
O=C(CSc1ncc(-c2ccccc2)n1CC1CCCO1)N1CCCCC1 (stereo not given)	-8.0	-5.0	29	-6.0	10.2	-5.0	98.5	100.2	-8.0	2.0	101.0
CN(Cc1nc(Cc2cccc(F)c2)no1)CC1COCCO1 (stereo not given)	1.0	4.0	11	0.0	1.1	3.0	92.7	87.8	0.0	0.7	91.5
O=C(c1ccc(F)cc1)C1CCN(C(=S)NCC2CCCO2)CC1 (stereo not given)	-4.0	-4.0	11	-1.0	1.5	-7.0	99.5	97.8	-3.0	0.3	98.9
Nc1ccc(C(=O)NCC2(c3ccccc3)CCCC2)cc1	0.0	1.0	7	-2.0	2.2	0.0	98.4	101.7	0.0	-1.1	102.8
OCCN(Cc1ccccc1)Cc1ccc(Cl)cc1	-2.0	-13.0	15	2.0	-0.4	-3.0	92.5	96.7	0.0	-0.1	91.1
Cn1cc(S(=O)(=O)N2CCC(C(N)=O)CC2)c(=O)n(C)c1=O	-2.0	-5.0	18	0.0	5.0	-1.0	104.0	103.0	0.0	2.9	100.8
FC(F)(F)c1cccc(N/N=C/c2ccccc2)c1	-7.0	-6.0	10	-5.0	-4.6	-6.0	105.7	102.7	-7.0	-0.8	104.6
CCN1CCN(c2cc(C)c3cc(NC(=O)c4cncc(Br)c4)ccc3n2)CC1	-11.0	-11.0	25	-1.0	0.8	-8.0	103.9	101.9	-2.0	0.8	105.8
COc1cc(/C=N/NC(=O)c2cccc([N+](=O)[O-])c2)ccc1OC(=O)c1ccco1	0.0	-3.0	10	-1.0	-0.5	1.0	104.9	102.2	0.0	0.0	109.3
CCC(C(=O)Nc1cccc(C(F)(F)F)c1)c1ccccc1 (stereo not given)	-8.0	-15.0	6	-5.0	0.0	-11.0	104.7	104.6	-6.0	0.0	105.0
Cc1ccc(S(=O)(=O)C2(C(=O)Nc3ccc(F)cc3)CC2)cc1	-4.0	-13.0	21	0.0	-6.5	-4.0	101.5	102.5	-1.0	0.0	101.3
COC(=O)c1ccc(CN2CCN(Cc3ccccc3)C(CCO)C2)cc1 (stereo not given)	0.0	-4.0	19	-1.0	0.7	-4.0	97.6	99.5	0.0	0.2	98.5
CCCCC(=O)NC(c1ccco1)c1c(O)ccc2ccccc12 (stereo not given)	-6.0	-6.0	24	-2.0	12.1	-5.0	100.4	98.8	-5.0	2.3	99.0
Cc1cc([N+](=O)[O-])nn1Cc1c(F)c(F)c(F)c(F)c1F	-2.0	-6.0	9	3.0	1.7	-6.0	97.8	98.8	-3.0	0.1	93.8
Cc1[nH]nc2c1C1(CCC3(CC1)OCCO3)C(C#N)=C(N)O2	-4.0	-17.0	30	-2.0	4.2	-4.0	101.7	101.1	-5.0	1.0	101.0
Cc1ccc2cc3cc(C(=O)NCCC(C)C)oc3nc2c1	0.0	-8.0	19	4.0	0.5	-2.0	100.3	100.5	-2.0	0.0	101.8
COc1cc(C(=O)O)nc(OC)n1	-2.0	-7.0	20	1.0	6.9	-5.0	98.5	101.8	-1.0	13.3	98.9
CCOc1c(Cl)cc(C(=O)NCCN2CCCCC2)cc1Cl	-9.0	-15.0	31	-5.0	3.6	-10.0	101.3	99.2	-18.0	1.0	97.5
COC(=O)CSc1cc(SCC(=O)OC)c(C#N)c(SCC(=O)OC)c1	-6.0	0.0	14	-4.0	2.9	-8.0	100.2	100.0	-6.0	1.0	100.0
CC(C)CCN1C(=O)c2ccc(-c3nc4ccccc4c(=O)o3)cc2C1=O	0.0	2.0	10	0.0	3.6	0.0	95.2	100.5	0.0	0.4	99.6
O=C(/C=C/c1ccc([N+](=O)[O-])cc1)NCCc1ccccc1	-1.0	-4.0	11	1.0	2.8	0.0	101.0	102.2	-1.0	-0.3	?
CCOC(=O)C(=O)Nc1ccc(S(=O)(=O)Nc2ncccn2)cc1	-2.0	0.0	11	0.0	1.2	0.0	92.7	98.8	0.0	0.2	95.2
COc1ccc(C2C(C(C)=O)=C(O)C(=O)N2CCc2c[nH]c3ccccc23)cc1 (stereo not given)	-2.0	-7.0	11	9.0	-0.3	1.0	100.7	100.9	1.0	-0.2	101.6
COc1ccc(Cl)cc1N(CC(=O)NC(C)(C)C)S(=O)(=O)c1ccc(C)c([N+](=O)[O-])c1	-4.0	-5.0	15	-4.0	30.5	-6.0	105.3	114.8	-8.0	11.7	103.9
COc1ccc(C(=O)COC(=O)C(CC(C)C)N2C(=O)c3ccccc3C2=O)cc1 (stereo not given)	0.0	-5.0	18	-9.0	0.6	-8.0	101.5	101.9	-11.0	0.2	99.8
Cc1ccc(NC(=O)CS(=O)CC(=O)NC(C)CCc2ccco2)cc1Cl (stereo not given)	-1.0	0.0	26	-4.0	15.5	-2.0	97.3	96.6	0.0	0.3	115.6
Cn1c(CCCNC(=O)c2cccs2)nc2ccccc21	0.0	0.0	27	-2.0	4.0	-3.0	99.2	98.5	-6.0	0.6	98.7
COC(=O)c1ccc(Oc2ccc(C(C)(C)C)cc2)c([N+](=O)[O-])c1	-9.0	-7.0	14	2.0	3.0	-7.0	105.9	105.3	-1.0	0.5	101.5
COc1ccccc1CN1C(=O)c2cccc3cccc(c23)C1=O	-11.0	-17.0	19	-6.0	3.5	-15.0	100.7	101.2	-10.0	0.5	101.1
O=C(CC(c1ccccc1)c1cc(Br)ccc1O)NCCN1CCOCC1 (stereo not given)	-2.0	-2.0	30	0.0	13.5	-2.0	102.5	111.2	-2.0	-0.9	104.3
CN(CCC#N)c1ncnc2scc(-c3ccccc3)c12	-6.0	-9.0	69	1.0	0.3	-7.0	98.2	99.9	-8.0	-0.1	93.5
Cc1cc(C)c2nc(SCCc3ccccc3)nc(C)c2c1	-8.0	0.0	23	-7.0	31.7	-1.0	97.9	103.0	-5.0	6.2	101.8
Cc1ccc(NC(=O)CC2S/C(=N/N=C3\CCCc4ccccc43)NC2=O)cc1 (stereo not given)	-5.0	-9.0	18	-2.0	22.7	-5.0	102.1	102.1	-8.0	1.2	105.4
CS(=O)(=O)N(Cc1ccc(C(=O)N2CCc3ccccc3C2)cc1)c1ccccc1	-7.0	-9.0	8	-4.0	1.2	-1.0	97.3	100.4	-2.0	1.0	98.9
O=[N+]([O-])c1cccnc1N1CCC(c2cc(-c3ccc(Cl)cc3Cl)n[nH]2)CC1	-19.0	-12.0	12	0.0	6.2	-13.0	101.0	102.2	-7.0	0.5	101.3
CCCCCCC(c1c(C)n(C)n(-c2ccccc2)c1=O)c1c(C)n(C)n(-c2ccccc2)c1=O	-3.0	2.0	26	-1.0	26.3	0.0	100.3	92.7	3.0	8.1	97.1
CC(Oc1ccc(Cl)cc1Cl)C(=O)NCc1ccncc1 (stereo not given)	-5.0	-6.0	23	3.0	0.6	-6.0	102.6	104.2	-2.0	0.4	100.7
O=C(NCc1ccccc1)C(c1ccncc1)N(C(=O)c1csnn1)C1CC1 (stereo not given)	-7.0	-16.0	35	4.0	-3.2	-10.0	105.6	105.6	-4.0	1.1	102.8
CCOC(=O)Cc1cnc(NC(=O)NC(C(=O)OCC)(c2ccccc2)C(F)(F)F)s1 (stereo not given)	-18.0	-19.0	25	-2.0	46.5	-10.0	99.1	95.8	-12.0	1.4	100.0
OCCC1CN(Cc2cccc(-n3cccn3)c2)CCN1Cc1ccccc1 (stereo not given)	-6.0	-3.0	12	0.0	2.2	-1.0	97.4	97.7	-1.0	1.0	?
CC[N+]1=CN(c2ccccc2)C(C)=CC1(C)C	-2.0	-2.0	9	-3.0	1.3	-5.0	107.0	101.4	-5.0	0.3	106.1
CC1(C)Cc2nc3oc4c(=S)nc[nH]c4c3cc2CO1	-11.0	-15.0	24	-2.0	3.6	-26.0	96.7	95.3	-6.0	-0.8	102.2
COCCN(C(=O)CSc1nnc(C)n1Cc1ccccc1)c1c(N)n(Cc2ccccc2)c(=O)[nH]c1=O	-4.0	-9.0	44	-8.0	1.0	-16.0	105.5	106.6	-11.0	0.2	104.7
CCOc1ccc(CC(=O)OCN2C(=O)c3ccccc3C2=O)cc1	-4.0	1.0	15	-2.0	1.1	-5.0	100.9	99.2	-3.0	0.4	100.9
CC1CCN(S(=O)(=O)c2cn(C)c(=O)n(C)c2=O)CC1	-8.0	-12.0	28	0.0	-0.5	-6.0	104.4	102.1	-2.0	0.3	108.0
Cc1ccc(CNc2ncc(-c3ccc4c(c3)OCO4)n2C)cc1	-6.0	-13.0	31	0.0	2.0	-5.0	101.6	99.4	0.0	0.4	97.1
